Screening results as filed in PubChem.
Dynein transport: inhibitors of GR-EGFP nuclear translocation, primary screen, dynein cargo transport inhibitor project, imaging, high-content, 3617.4 mouse cells; test concentration mostly 20 µM; stimulated with dexamethasone, 1 µM; hits give low values; z-score, hits read low; 220,000 compounds, 0.47% hits;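 active = plate z-score of nuclear minus cytoplasmic receptor signal below a set negative limit, without overly bright fluorescence or cell loss, cut at about -3.5 in these data, passing the limit was not always enough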;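 also: z-score of nuclear minus cytoplasmic ring GR-EGFP intensity difference per well; some compounds called inactive have numbers as strong as hits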
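Buffer or medium: tet-free, stripped-serum medium; Also added: dexamethasone, 1.0 µM final; Technique: high-content fluorescence imaging after fixation; Times: 48 h induction, 1 h compound, 30 min dex at 37 °C; Read-out: per-cell GR-EGFP intensity, nucleus versus surrounding cytoplasmic ring, well-averaged.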
MT stabilizer: microtubule stabilizers in HeLa cells, primary screen, imaging, high-content imaging | HeLa tubulin immunostaining HCS, 24 h; share of cells brighter than vehicle mean+2SD | % tubulin-high responders, % at 10 µM | 200,000 compounds, 0.83% hits | AID 2205, 2009;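 active = plate Z-score above 3 for both tubulin-high and condensed-nucleus cell shares, with cell loss under 80%, at 10 µM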;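 also: anti alpha tubulin signal scored within the nucleus-defined area of each cell; some results filed as inactive read as strong as hits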
M1AAP inhibition: P. falciparum M1AAP inhibitors, biochemical, fluorogenic H-Leu-NHMec substrate, 1536-well (AID 1445) | inhibition, % at 30 µM; hits with a dose series show IC50 in µM | Aminopeptidase N (Plasmodium falciparum (isolate 3D7)) | recombinant M1AAP, H-Leu-NHMec fluorogenic kinetic assay; higher % means a stronger effect | 220,000 compounds, 0.42% hits;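 active = primary inhibition above the hit cutoff, then over 50% inhibition at one or more dose response concentrations, cut at about 23% in these data, passing the limit was not always enough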;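 also: plate controls were DMSO full reaction for no effect and no enzyme background for full effect; strong numbers were not always called active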
M17LAP inhibition: P. falciparum M17LAP inhibitors, primary screen, biochemical, fluorogenic H-Leu-NHMec substrate, 1536-well (AID 1619) | recombinant M17LAP, H-Leu-NHMec fluorogenic kinetic assay; higher % means a stronger effect | 220,000 compounds, 0.38% hits | inhibition, % at 30 µM, or IC50 in µM where a hit was titrated | Leucine aminopeptidase (Plasmodium falciparum (isolate 3D7));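 active = compound inhibiting the enzyme by more than half at any dose during confirmatory dose-response retesting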;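 also: plate controls were full reaction with DMSO carrier for no effect and no enzyme background for full effect; strong numbers were not always called active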
Autophagy mod: autophagy modulators in MEF cells, primary screen, imaging, high-content, MEF GFP-LC3. MEF GFP-LC3 puncta imaging; test concentration mostly 10 µM. calls only at 10 µM (by protocol). 190,000 compounds, 0.98% hits. AID 463193, 2010;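 active = percentage of spot-positive cells more than 3 SD above its plate mean, without a fluorescence outlier flag or 80% toxicity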;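 also: spot-positive cell cutoff set from DMSO-treated cells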
T cell modulator: modulators of CD8 T cell-vesicle binding, primary screen, mouse 2C CD8+ T cells, flow cytometry. 2C CD8+ T cell-vesicle binding; hits give low values. calls only at 7 µM. 330,000 compounds, 0.068% hits. AID 2052, 2009;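 active = response, share of CD8 T cells binding vesicles, and their 90th percentile fluorescence all below set limits, cut at about 80% in these data, passing the limit was not always enough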
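Incubation: binding step 1.5 h, 37 °C, antibody labelling 20 min, ice; system: murine 2C transgenic CD8+ T lymphocytes; technique: cytometric PE anti-B7-1 and Alexa647 anti-CD8 signals after 1% paraformaldehyde fixation; also added: QL9-charged Drosophila Ld/ICAM-1/B7-1 vesicles; control set: naked versus QL9-loaded vesicles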
WT yeast gro inh: growth inhibition of WT strain, primary screen, mitochondrial fusion inhibitor project, WT and mutant strains, chemical genetic. mitochondrial fusion phenotypic screen. inhibition, % at 10 µM. 190,000 compounds, 2.1% hits. AID 1362, 2008; in the data active = inhibition above about 58%; tested in S. cerevisiae
Yfh1-depleted yeast: enhancers of respiration in Yfh1-depleted yeast, dose response, Friedreich's ataxia, plus single-dose screen (AID 1465) | S. cerevisiae Yfh1-off respiration, WST-1 reduction, 72 h; higher fold induction means a stronger effect | 220,000 compounds, 0.074% hits | fold induction at 50 µM, or EC50 in µM where a hit was titrated;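 active = fold induction of absorbance versus untreated yeast above a set limit, then at least 30% activation at any dose in follow-up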;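 also: activators that raise dye reduction in frataxin-depleted yeast; strong numbers were not always called active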
bCat nuc transl: modulators of beta-catenin nuclear translocation, primary screen, imaging, HeLa cells, immunofluorescence, high-content; 190,000 compounds, 0.3% hits; nuclear translocation activity, % at 5 µM;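 active = nuclear translocation activity above 50% at 5 µM, with a well cell count of 50 or more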;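 also: per-cell ratio of nuclear to cytoplasmic median beta-catenin stain intensity; plate controls were DMSO negative control for no effect and GSK-3 inhibitor IX positive control for full effect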
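System: Human HeLa cells, endogenous beta-catenin | Compound dosing: 5 µM primary, 0.02–20 µM confirmation | Timing: 24 h compound exposure at 37°C, 5% CO2 | Measured by: Fluorescence imaging of beta-catenin antibody stain plus DAPI | Read-out basis: % activation of per-cell nuclear versus cytoplasmic median beta-catenin signal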
WT yeast gro inh mutant strain: second read-out of WT yeast gro inh, no call of its own (marks repeat the call); inhibition, %; mitochondrial fusion phenotypic screen, mutant strain inhibition
Dynein transport cytoplasmic EGFP: recorded beside Dynein transport, whose call it bears; z-score; measured here: cytoplasmic GR-EGFP intensity; hits give high values
Dynein transport nuclear GR-EGFP: second read-out of Dynein transport, no call of its own (marks repeat the call); z-score; measured here: nuclear GR-EGFP intensity;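 lower value marks the stronger effect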
Dynein transport cell count: also measured in Dynein transport; calls as there; z-score; measured here: cell count per field
bCat nuc transl cell count 5 µM: further read-out of bCat nuc transl, marked with its call; cell count; measured here: cell count, cytotoxicity flag
T cell modulator vesicle-bound %: also measured in T cell modulator; calls as there; double positive events, %; measured here: CD8+ vesicle-bound cell fraction;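 binding gate set so that unloaded-vesicle control wells show 10% double positive cells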
MT stabilizer Hoechst-high %: second read-out of MT stabilizer, no call of its own (marks repeat the call); % Hoechst-high responders; measured here: nuclear condensation Hoechst responders;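 share of cells brighter than vehicle mean plus two SD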
MT stabilizer cytotoxicity %: further read-out of MT stabilizer, marked with its call; toxicity, %; measured here: cytotoxicity by cell density;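 0% = mean cell density of plate MIN control wells and 100% = no cells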
Autophagy mod cell loss 18 h: recorded beside Autophagy mod, whose call it bears; toxicity, %; measured here: cell loss, nuclei count;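 cell loss after 18 h compound exposure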
* marks the source's active call; other numbers are inactive results; i = inactive; . = not tested or not shown; + = active, no number.

SMILES	Dynein transport	Dynein transport cytoplasmic EGFP	Dynein transport nuclear GR-EGFP	Dynein transport cell count	MT stabilizer	MT stabilizer Hoechst-high %	MT stabilizer cytotoxicity %	M1AAP inhibition	M17LAP inhibition	Autophagy mod	Autophagy mod cell loss 18 h	T cell modulator	T cell modulator vesicle-bound %	WT yeast gro inh	WT yeast gro inh mutant strain	Yfh1-depleted yeast	bCat nuc transl	bCat nuc transl cell count 5 µM
Cc1c(C#N)sc(C(N)=O)c1C	-0.058	-0.242	0.211	0.97	6.7	1.8	8.8	-2.3%	2.7%	i	3.6	i	56.4	7.1	-4.9	i	-5.0	1036
N#Cc1ccc(Oc2ccc(NC(=O)C3CC=CCC3C(=O)O)cc2)cc1 (stereo unspecified)	0.034	-0.269	0.551	0.313	2.2	1.8	7.3	.	.	i	-3.4	i	1.2	-6.3	-12.1	i	-0.8	1002
COc1nc(Nc2ccc(C(C)C)cc2)nc(OC)n1	-0.625	-0.193	0.0147	-0.624	3.3	1.7	3.6	5.7%	-2.7%	i	20.0	+	.	16.9	3.4	i	.	.
COc1ccc(C(=O)C[n+]2ccc3ccccc3c2C)cc1	0.24	-0.129	0.148	-0.831	.	.	.	-1.2%	-1.5%	.	.	i	38.3	.	.	i	3.6	1352
O=C(CN1CCSC1=NCc1ccccc1)c1ccccc1	-0.00352	-0.222	0.105	-0.334	2.9	1.6	2.0	8.0%	1.8%	i	-6.6	i	50.8	-3.1	8.8	i	-1.4	1068
CCN(CC)c1ccc2cc(C(N)=O)c(=N)oc2c1	7.76	4.41	4.48	0.357	6.6	1.2	26.4	13.4%	7.4%	i	14.5	i	55.0	-1.2	-1.8	>100µM*	0.7	1555
COc1ccc(CN(CCC(c2ccco2)C(C)C)C(C)=O)cc1OC (stereo unspecified)	-0.862	-0.17	-0.546	0.946	.	.	.	-0.5%	-4.2%	.	.	i	9.4	.	.	i	-1.0	1155
COC(=O)CCn1nc(-c2ccc(Cl)cc2)c2ccccc2c1=O	-0.155	-0.166	0.423	0.16	4.1	1.9	8.6	.	.	i	-6.0	i	60.1	0.9	-6.8	i	3.8	967
Nc1nc2c(F)c(F)c(F)cc2s1	0.276	-0.289	0.441	-0.524	1.8	3.4	4.5	0.0%	-7.7%	i	0.2	i	24.8	17.2	39.5	i	0.5	1167
CCCCCCC1CC(=O)NC(=S)N1 (stereo unspecified)	0.11	-0.322	-0.114	0.109	4.2	1.0	2.8	-1.7%	-0.7%	i	-2.9	i	4.9	15.6	5.4	i	-2.5	1115
CCOC(=O)C(C(C)=O)C(c1ccc(OCCC(C)C)cc1)C(C(C)=O)C(=O)OCC (stereo unspecified)	0.978	-0.264	0.695	-0.977	5.5	1.7	5.9	-0.8%	13.3%	i	-7.0	i	41.1	9.2	1.0	i	2.5	921
CCc1nc(N2CCC3(CC2)OCCO3)c2nnn(Cc3ccccc3)c2n1	1.49	-0.142	0.986	-0.711	1.8	1.8	7.0	4.1%	3.1%	i	5.8	i	25.0	5.2	-5.7	i	2.3	1096
Oc1oc(-c2ccccc2)nc1C=NCc1ccccc1	-0.0161	-0.394	-0.293	0.441	0.7	2.4	17.3	16.8%	9.6%	i	-0.5	i	27.6	5.5	19.6	i	.	.
Cc1ccnc(SCC(=O)N2CCc3ccccc3C2)n1	0.921	-0.189	0.656	-0.828	3.2	3.2	10.6	-0.4%	-17.9%	i	21.9	i	49.7	-9.1	-9.8	i	1.3	1574
CCOc1cccc(/C=N/NC(=O)c2cc(-c3cccn3C)n[nH]2)c1O	-0.699	-0.266	-0.0925	0.394	2.8	3.4	19.0	-1.9%	-2.8%	i	40.9	i	37.2	-5.5	-11.8	i	3.0	681
COc1ccc(C(=O)OCC(=O)c2ccc(C)c(S(=O)(=O)N3CCOCC3)c2)cc1OC	0.12	-0.186	0.0784	0.102	.	.	.	0.2%	13.2%	.	.	i	22.1	.	.	i	0.5	1293
Cc1cc(Cl)ccc1OCCCC(=O)Nc1cccnc1	0.715	-0.28	0.413	-0.896	3.7	3.3	5.7	1.2%	7.1%	i	-0.5	i	36.8	4.9	-3.7	i	0.0	1015
COc1cc2c(cc1OC)-c1n[nH]c(=S)n1C(C)(C)C2	-0.202	-0.233	0.0333	0.811	3.1	2.2	1.6	2.5%	1.3%	i	4.4	i	1.7	9.4	5.0	i	-1.0	1077
COc1ccc(/C=C(/NC(=O)c2ccccc2)C(=O)NC2CCS(=O)(=O)C2)cc1 (stereo unspecified)	0.438	-0.0884	-0.194	-0.781	1.9	2.1	3.5	-0.5%	6.7%	i	-16.7	i	31.2	-9.2	-8.2	i	1.1	534
CCCN(CCC)C(=O)Cn1c2ccccc2c2nc(=O)cc(C)n21	-0.655	-0.192	-0.108	0.0563	3.7	3.0	4.4	4.3%	0.9%	i	17.3	i	36.1	10.9	1.8	.	-6.1	1160
Brc1ccc(CSc2ccc(-c3ccco3)nn2)cc1	0.185	-0.125	-0.112	0.394	2.9	1.3	8.9	4.3%	13.3%	i	27.7	i	24.0	12.2	-1.7	i	0.2	1128
CC(=O)N1N=C(N)SC1(C)C	-0.284	-0.291	-0.0229	0.407	1.6	1.5	7.5	0.5%	-4.1%	i	5.2	i	4.9	4.7	-1.9	i	-0.6	1159
CC(=O)N1CCc2cc(Br)cc(S(=O)(=O)NCC3CCCO3)c21 (stereo unspecified)	0.0176	-0.243	0.385	-0.11	5.1	3.1	6.7	3.3%	0.0%	i	-20.4	i	38.6	.	.	i	-0.9	950
Cc1ccc(N(CN2CCCC2=O)C(=O)c2ccccc2)cc1	-0.964	-0.267	0.15	0.000561	2.8	2.1	5.8	-1.8%	1.5%	i	11.3	i	32.8	3.6	11.8	i	-7.4	1144
CC(C)(C)NC(=O)Nc1ccc2nccnc2c1	-0.62	-0.349	0.0433	0.121	2.5	2.3	11.0	14.5%	-319.2%	i	-0.4	i	12.6	17.7	-8.8	.	-1.3	717
Cc1cc2cc(CNC(=O)C3CCCC3)ccc2n1C	-0.594	-0.8	-0.0158	0.0339	.	.	.	7.8%	6.2%	.	.	i	45.8	15.1	7.6	i	-3.3	1242
O=C(c1ccco1)N1CCC(N2CCN(c3ccccc3)CC2)CC1	-0.54	-0.258	0.125	0.596	.	.	.	-0.6%	-1.5%	.	.	i	56.3	.	.	i	-0.7	1315
COc1ccc(C)cc1NC(=O)Cn1cnnn1	0.668	-0.349	0.214	0.317	2.5	1.4	11.3	2.9%	10.2%	i	2.9	i	40.6	-3.2	-3.8	i	-4.3	1071
Cc1cc(C(=O)NNC(=O)c2cccc(C(F)(F)F)c2)no1	-0.59	-0.253	-0.53	1.18	.	.	.	7.9%	5.9%	.	.	.	.	.	.	i	-2.7	1161
COC(=O)c1cn(C(=O)c2cccc(C)c2)c2ccccc12	-0.652	0.263	-0.367	0.374	3.2	2.4	7.2	5.1%	1.7%	i	-3.9	i	25.5	14.4	8.6	i	0.4	1585
O=C(Nc1ccccc1C(F)(F)F)N1CCCCCC1	-0.0789	-0.256	-0.0661	0.482	6.6	3.0	2.5	13.3%	11.6%	i	-4.0	i	27.1	16.1	-3.6	i	0.1	1002
CC1CCc2c(sc(NC(=O)Cn3cnc([N+](=O)[O-])n3)c2C(N)=O)C1 (stereo unspecified)	1.55	-0.225	0.717	0.803	2.8	1.4	9.6	-2.8%	7.0%	i	25.9	i	36.7	7.9	-22.6	i	-1.9	1127
C/C(=N\NC(=O)c1ccccn1)c1ccc(Cl)cc1	-0.764	-0.285	0.236	1.18	.	.	.	-0.4%	6.5%	.	.	i	19.2	.	.	i	-0.6	1300
C=C(C)[C@@H]1CC=C(C(=O)O)CC1	-0.517	-0.734	0.0566	-0.0409	.	.	.	1.2%	-4.8%	.	.	i	28.4	.	.	i	-1.3	1208
O=C(c1ccc(S(=O)(=O)N2CCOCC2)cc1)N(c1cccc(Cl)c1)C1C=CS(=O)(=O)C1 (stereo unspecified)	-0.545	-0.238	-0.0669	0.295	1.9	2.1	9.4	3.9%	-6.3%	i	-24.4	i	15.8	4.2	-2.1	i	-2.1	1129
CCSc1nnc(NC(=O)Cc2cccc(OC)c2)s1	2.44	-0.244	1.12	-0.897	1.4	0.6	9.6	-3.1%	-2.7%	i	2.7	i	44.6	-4.5	2.8	i	-2.9	1146
